MsrA inhibitor: inhibitors of bovine MsrA | AID 651718 | actives 0.75% (n = 360,000) | purified bovine MsrA, absorbance read-out | inhibition, % at 15.5 µM; in the data active = inhibition above about 4.5%;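 note: 0% = vehicle wells with enzyme and 100% = reference inhibitor wells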
TbMetRS inhib: blocks T. brucei methionyl-tRNA synthetase activity; purified T. brucei MetRS, ATP depletion, Kinase-Glo luminescence; inhibition, % at 11.9 µM; actives 0.4% (n = 360,000); AID 624268;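 active = inhibition above a per-plate cutoff of the control wells' mean inhibition plus 3 SD, cut at about 5.5% in these data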;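 note: 0% = DMSO wells median and 100% = median of wells with control inhibitor compound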
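assay system = parasite MetRS enzyme | timing = 15 min preincubation, 2 h reaction, all 25 °C | evaluation = percent inhibition relative to median high and low control wells | medium = HEPES buffer containing pyrophosphatase, BSA, spermine, DTT | compound = single dose, 11.9 µM final nominal, 0.9% final DMSO | detection = Kinase-Glo luminescence, ATP depletion format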
Rpn11 block: Rpn11 (human) deubiquitinase inhibition; human 26S proteasome, Ub4-pepOG fluorescence polarization; 20S core pre-blocked with epoxomicin; calls only at 20 µM; AID 588493; O00487; actives 0.59% (n = 360,000);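 active = inhibition at 20 µM, scaled to each plate's controls, above about 33%, limit read from the data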
Target sequence (O00487 whole entry, looked up): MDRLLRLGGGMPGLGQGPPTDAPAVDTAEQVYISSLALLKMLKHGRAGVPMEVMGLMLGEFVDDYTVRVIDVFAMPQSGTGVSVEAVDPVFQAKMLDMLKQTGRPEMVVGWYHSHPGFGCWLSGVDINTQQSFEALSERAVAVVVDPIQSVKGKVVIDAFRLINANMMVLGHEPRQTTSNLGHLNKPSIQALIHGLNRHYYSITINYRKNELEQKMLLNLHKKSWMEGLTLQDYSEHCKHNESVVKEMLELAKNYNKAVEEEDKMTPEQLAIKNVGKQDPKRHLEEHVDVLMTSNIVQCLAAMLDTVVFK
CSN inh: blocks human CSN-mediated cullin deneddylation; actives 0.38% (n = 360,000); Purified CSN, SCF-Nedd8-OG deneddylation, fluorescence polarization; Q92905; AID 651999; inhibition, % at 12.5 µM;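 active = pattern-corrected inhibition above about 35%, with an unprinted fluorescence ratio check between 0.5 and 1.5, limit read from the data, passing the limit was not always enough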;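 note: 0% = enzyme with substrate and 100% = substrate without enzyme; some results filed as inactive read as strong as hits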
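Assay system: HEK293T-derived human Csn5 enzyme; quantity: 0.24 nM enzyme; medium: Tris/NaCl/DTT buffer, pH 7.5; also added: substrate SCFSkp2-Nedd8OG, 10 nM; doses: 12.5 µM compound; schedule: 90 min reaction at room temperature; signal: FP; read-out: % inhibition of substrate cleavage by Csn5; benchmarks: substrate-only high control, full reaction low control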
Scp1 inh: inhibitors of human Scp-1 phosphatase; actives 0.88% (n = 340,000); Q9GZU7; Recombinant Scp1, phosphopeptide, malachite green phosphate absorbance; AID 493091; inhibition, % at 20 µM;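 active = inhibition above about 50% at 20 µM, limit read from the data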;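 note: plate controls were DMSO wells with enzyme for no effect and wells lacking enzyme for full effect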
Target sequence (Q9GZU7 76-261 limits assumed): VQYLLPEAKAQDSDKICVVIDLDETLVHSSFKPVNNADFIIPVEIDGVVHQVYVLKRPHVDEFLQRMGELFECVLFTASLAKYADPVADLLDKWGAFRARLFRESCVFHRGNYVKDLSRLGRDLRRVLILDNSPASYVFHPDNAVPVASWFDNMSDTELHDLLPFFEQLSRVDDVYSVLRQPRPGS
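System: truncated SCP-1 phosphatase (76-261aa); medium: Tris acetate buffer pH 5.5 with MgCl2 and Tween-20; incubation: 45 min room-temperature reaction, 5 min colour, 30 min stabiliser; compound: single 20 µM dose, 1% DMSO; reagent: Phosphorylated 17-residue peptide substrate; read-out: % inhibition at 20 µM; technique: colorimetric free-phosphate detection, absorbance 630 nm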
NadD block: blocks S. aureus nicotinate mononucleotide adenylyltransferase | purified NadD enzyme, colorimetric absorbance read-out | AID 602399 | inhibition, % at 20 µM | actives 0.78% (n = 360,000); in the data active = inhibition above about 26%; note: some compounds past the cut are filed as inactive
DNMT1 block: blocks human DNA methyltransferase DNMT1; P26358; DNMT1 molecular beacon, Hinp1I cleavage, fluorescence; inhibition (reported as % activation of signal), % at 10 µM; actives 0.83% (n = 360,000); in the data active = inhibition above about 50%
LMPTP block: LMPTP (human) inhibition | AID 651560 | inhibition, % at 20 µM | actives 0.22% (n = 360,000) | recombinant LMPTP-A, OMFP fluorogenic substrate, fluorescence intensity;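 active = compounds that cut the enzyme signal by at least half of the control window in the single-dose screen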;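 note: plate controls were DMSO wells with enzyme plus substrate for no effect and substrate without enzyme for full effect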
Target sequence (P24666 whole entry, looked up): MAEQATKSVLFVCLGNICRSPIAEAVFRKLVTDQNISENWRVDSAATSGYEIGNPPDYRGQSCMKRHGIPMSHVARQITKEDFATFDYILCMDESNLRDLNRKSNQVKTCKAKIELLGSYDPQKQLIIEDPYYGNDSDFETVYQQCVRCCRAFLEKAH
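test system = LMPTP-A | amount = 0.625 nM LMPTP-A final | reagent = fluorogenic phosphatase substrate OMFP at 400 µM final | incubation = 50 min at room temperature | benchmarks = no-enzyme low control, uninhibited high control | medium = Bis-Tris pH 6.0, DTT, detergent | signal = fluorescence intensity of OMFP turnover product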
SUMO1-SIM PPI: SUMO1-SIM interaction modulation; P63165; SUMO1 binding to a labelled peptide, TR-FRET, 1 h; inhibition, % at 20 µM; actives 0.33% (n = 360,000); AID 602429; in the data active = inhibition above about 37%
Target sequence (P63165 whole entry, looked up): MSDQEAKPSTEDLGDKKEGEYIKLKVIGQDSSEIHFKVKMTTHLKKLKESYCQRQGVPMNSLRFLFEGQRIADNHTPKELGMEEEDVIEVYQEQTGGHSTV
STEP block: inhibitors of human striatal-enriched phosphatase STEP; recombinant STEP, OMFP fluorogenic substrate, fluorescence; inhibition, % at 20 µM; actives 0.25% (n = 360,000); AID 588621;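 active = inhibition at 20 µM, scaled per plate between control wells, above about 37%, limit read from the data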;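 note: 0% = DMSO with enzyme and substrate and 100% = substrate only without enzyme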
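System: isolated STEP enzyme; schedule: 20 min enzyme reaction at room temperature, protected from light; medium: Bis-Tris buffer pH 6.0, 2.5 mM DTT, 0.005% Tween 20; signal: fluorescence, 480/540 nm; dosing: single compound dose of 20 µM, 1% DMSO final; also added: OMFP substrate, 25 µM final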
An asterisk follows results filed as active; i = inactive; x = not tested or not shown. No enrichment for hits; 3.9% or so of the library scored in one or more.

| MsrA inhibitor | TbMetRS inhib | Rpn11 block | CSN inh | Scp1 inh | NadD block | DNMT1 block | LMPTP block | SUMO1-SIM PPI | STEP block | Structure |
| --- | --- | --- | --- | --- | --- | --- | --- | --- | --- | --- |
| 0.5 | 0.1 | i | 7 | -7 | -3 | -4 | 0.9 | -2 | 1 | COc1ccccc1CNC(=O)C1CCN(c2nc3ccccc3o2)CC1 |
| 0.1 | -0.1 | i | 2 | -11 | -8 | -6 | -3.7 | 3 | 0 | CC1Cc2ccccc2N1C(=O)COC(=O)CSc1ccc(F)cc1 (centres undefined) |
| 1.7 | -0.4 | i | 2 | -2 | 5 | 0 | 1.2 | 1 | 1 | CCN1C(=O)CSC1=NC12CC3CC(CC(C3)C1)C2 |
| 0.7 | -0.3 | i | 5 | -5 | 2 | -3 | -1.4 | 1 | -2 | COC(=O)C1(C)NC(c2ccc(F)cc2)C2C(=O)N(c3ccc(C)cc3)C(=O)C21 (centres undefined) |
| -0.7 | -0.3 | i | 6 | -12 | -1 | -2 | 0.5 | -5 | -2 | CC(C)N(Cc1ccccc1)C(=O)CCc1ccccc1 |
| 1.5 | 0.0 | i | -9 | -11 | 0 | 0 | 1.9 | 0 | 2 | CCCn1c(N2CCN(C(=O)Nc3ccccc3)CC2)nc2ccccc21 |
| x | -0.5 | i | 3 | 0 | 2 | -2 | -3.0 | 1 | 1 | CC1=CC=CC2=NC(=O)CC(C)(C(=O)N(CC(=O)NC(C)C)C3CCCC3)N12 (centres undefined) |
| -1.0 | -0.3 | i | 2 | x | -4 | -4 | 0.2 | -3 | 3 | CN(C)Cc1csc(NC(=O)Nc2ccccc2Oc2ccccc2)n1 |
| -1.1 | -0.2 | i | -1 | -7 | -3 | -4 | 1.1 | 5 | -5 | CCCCc1c(C)nc2ccccc2c1SCCC#N |
| 0.4 | -0.3 | i | 4 | -1 | -1 | -5 | 1.3 | -11 | 0 | CCc1c(C)nc(SCC(=O)c2cccs2)c(C#N)c1C |
| -0.5 | 0.0 | i | -8 | -5 | 0 | -14 | -0.1 | 2 | -4 | CSc1ccccc1C(=O)C1CCCN(C(=O)c2ccc(N3CCOCC3)cc2)C1 (centres undefined) |
| 0.7 | 0.0 | i | 0 | -3 | 0 | 0 | -2.5 | 9 | -2 | O=C(NC1CCN(C(=O)NC2CCCCC2)CC1)c1ccco1 |
| 0.2 | 7.0* | i | -2 | 12 | 5 | 3 | 0.7 | 9 | 2 | CCCc1cc(=O)oc2cc(C)cc(OCC(=O)NC(Cc3c[nH]c4ccc(O)cc34)C(=O)O)c12 (centres undefined) |
| 2.0 | 0.1 | i | -1 | 50* | -6 | 4 | -1.4 | -13 | -2 | CCSC1=N/C(=C\c2ccc(OC)cc2)C(=O)N1 |
| -0.5 | -0.2 | i | 2 | -12 | -2 | 6 | -0.1 | 2 | 0 | Nc1c(Cl)c(Cl)nc(C(=O)OCC(=O)NCc2ccccc2)c1Cl |
| -0.6 | -0.3 | i | 4 | 2 | -8 | 1 | -2.2 | 0 | 0 | O=C(CSc1nc2ccccc2n1CCc1ccccc1)NC1CCS(=O)(=O)C1 (centres undefined) |
| -1.8 | -0.1 | i | -4 | -5 | 3 | 3 | -1.9 | 3 | -6 | CN(C)c1ccc(P(=O)(OC2CCCCC2)C(O)c2cccnc2)cc1 (centres undefined) |
| 4.3 | 0.8 | i | -5 | -4 | 18 | 1 | 3.5 | -3 | 3 | O=C(N/N=C/c1ccc2c(c1)OCO2)/C(=C/c1ccc2c(c1)OCO2)NC(=O)c1ccccc1 |
| -1.1 | -1.0 | i | 0 | -9 | -10 | 2 | 1.0 | -7 | 0 | O=c1cc2c(nn1Cc1cccc(Cl)c1)-c1ccccc1CC2 |
| 0.4 | -0.2 | i | 3 | -8 | 2 | -4 | 1.2 | 0 | 1 | COc1ccc([C@H]2/C=C\CN(C(=O)[C@H](Cc3ccccc3)NC(=O)OCC3c4ccccc4-c4ccccc43)CC(=O)N2Cc2ccc(F)cc2)cc1 |
| 0.0 | -0.6 | i | -4 | 5 | 0 | 0 | -0.1 | -3 | 0 | COc1ccc(C2Sc3nncn3N2Cc2ccc(C#N)cc2)cc1 (centres undefined) |
| x | -0.6 | i | 1 | -5 | -5 | 1 | -0.3 | 2 | 0 | COc1ccccc1N(C)S(=O)(=O)c1ccc(C(=O)N2CCCC(C(F)(F)F)C2)cc1 (centres undefined) |
| -1.4 | 0.4 | i | 1 | -7 | -2 | -1 | -0.9 | 5 | -1 | CCOC(=O)c1ccc(NC(=S)NNC(C)(C)C)cc1 |
| -1.1 | -0.4 | i | 1 | -8 | 22 | 1 | 3.1 | 5 | 3 | Cc1ccc(CNC(=O)c2ccc(N3CCC4(CC3)CC(c3ccccc3)=NO4)c(NC(=O)c3c(Cl)cccc3Cl)c2)cc1 |
| 0.5 | -0.2 | i | 0 | -5 | -3 | -8 | 3.1 | 2 | -1 | CCOC(=O)c1c(C)n(C)c2ccc(OCC(O)Cn3nc(C)c(Br)c3C)cc12 (centres undefined) |
| 0.5 | -0.3 | i | -7 | -8 | -11 | -2 | -1.2 | -10 | -2 | COc1cc(C(=O)NC(=S)Nc2ccc3c(c2)C(=O)N(C)C3=O)cc(OC)c1OC |
| -1.1 | -0.8 | i | 6 | -8 | 1 | -1 | 0.5 | 4 | 1 | Cc1ccc(NC(=O)C2CCCN2C(=O)OCc2ccccc2)cc1C (centres undefined) |
| -1.7 | -0.2 | i | -5 | -4 | -1 | 6 | 1.7 | 5 | 1 | Cc1ccc(-c2csc(/C(C#N)=C/Nc3ccccc3SC(F)(F)F)n2)c(C)c1 |
| 0.4 | -0.6 | i | -8 | 5 | -6 | -5 | 0.2 | 2 | -1 | CC(=O)c1ccc(NC(=O)C2Cc3ccccc3CN2C(=O)c2ccccc2)cc1 (centres undefined) |
| 0.6 | -0.5 | i | 1 | 3 | -4 | -3 | 2.4 | -29 | 0 | O=C1c2ccccc2C(=O)c2c1cccc2N1CCOCC1 |

One compound at a time, as listed above.
`COc1ccccc1N(C)S(=O)(=O)c1ccc(C(=O)N2CCCC(C(F)(F)F)C2)cc1` (centres undefined) in the list: MsrA inhibitor: x; TbMetRS inhib: -0.6; Rpn11 block: i; CSN inh: 1; Scp1 inh: -5; NadD block: -5; DNMT1 block: 1; LMPTP block: -0.3; SUMO1-SIM PPI: 2; STEP block: 0
`O=C1c2ccccc2C(=O)c2c1cccc2N1CCOCC1` in the list: MsrA inhibitor: 0.6; TbMetRS inhib: -0.5; Rpn11 block: i; CSN inh: 1; Scp1 inh: 3; NadD block: -4; DNMT1 block: -3; LMPTP block: 2.4; SUMO1-SIM PPI: -29; STEP block: 0

Arranged by the number under STEP block (rising): 4 of the compounds above
| MsrA inhibitor | TbMetRS inhib | Rpn11 block | CSN inh | Scp1 inh | NadD block | DNMT1 block | LMPTP block | SUMO1-SIM PPI | STEP block | Structure |
| --- | --- | --- | --- | --- | --- | --- | --- | --- | --- | --- |
| -1.1 | -0.2 | i | -1 | -7 | -3 | -4 | 1.1 | 5 | -5 | CCCCc1c(C)nc2ccccc2c1SCCC#N |
| 0.5 | -0.2 | i | 0 | -5 | -3 | -8 | 3.1 | 2 | -1 | CCOC(=O)c1c(C)n(C)c2ccc(OCC(O)Cn3nc(C)c(Br)c3C)cc12 (centres undefined) |
| -1.1 | -1.0 | i | 0 | -9 | -10 | 2 | 1.0 | -7 | 0 | O=c1cc2c(nn1Cc1cccc(Cl)c1)-c1ccccc1CC2 |
| -1.7 | -0.2 | i | -5 | -4 | -1 | 6 | 1.7 | 5 | 1 | Cc1ccc(-c2csc(/C(C#N)=C/Nc3ccccc3SC(F)(F)F)n2)c(C)c1 |

(listing goes on)
| MsrA inhibitor | TbMetRS inhib | Rpn11 block | CSN inh | Scp1 inh | NadD block | DNMT1 block | LMPTP block | SUMO1-SIM PPI | STEP block | Structure |
| --- | --- | --- | --- | --- | --- | --- | --- | --- | --- | --- |
| 1.4 | -1.1 | i | -4 | -13 | 32* | -23 | 7.9 | 1 | 6 | COc1ccc(NC(=O)CN2C(=O)/C(=C3\SC(=S)N(C4CCS(=O)(=O)C4)C3=O)c3ccccc32)cc1 (centres undefined) |
| 0.1 | -0.3 | x | 0 | x | 8 | x | -0.7 | -5 | x | COCCCn1cc(CN2CC(N3CCCCC3)CS2(=O)=O)nn1 (centres undefined) |
| 0.4 | 0.1 | i | 2 | 3 | 14 | 30 | 0.8 | -2 | 3 | Cc1ccc(C(=O)Nc2ccc(NC(=O)c3cccs3)cc2)cc1[N+](=O)[O-] |
| 1.4 | 0.1 | i | -2 | -2 | -1 | 1 | 2.6 | 5 | -1 | Cc1ccc(NC(=O)COC(=O)CCn2c(C)csc2=O)cc1S(=O)(=O)N1CCOCC1 |
| -0.5 | -0.1 | i | 2 | -4 | 2 | 1 | -0.2 | 6 | 0 | CCCCn1c(=O)[nH]c(=O)c2c1nc(-c1ccccc1F)n2Cc1ccccc1 |
| 0.2 | -0.3 | i | -2 | -7 | -1 | 1 | 1.6 | 6 | -2 | O=S(=O)(Cc1ccccc1)Nc1ccc(S(=O)(=O)N2CCCC2)cc1 |
| 1.4 | -0.9 | i | 1 | -4 | 0 | 0 | 1.4 | -1 | -1 | Cc1nc(N2CCCCC2)c2c(C)c(C(=O)Nc3ccccc3C(F)(F)F)sc2n1 |
| 0.8 | -0.5 | i | -6 | 2 | -2 | -2 | 2.0 | -1 | 0 | Cc1cc(SCC(=O)NC2(C#N)CCCCC2)nc2c(C)cccc12 |

Assay outcomes as filed in PubChem BioAssay.
